NR2E3 ag-1: agonists of human NR2E3 nuclear receptor; inhibition of corepressor binding, % at 3.98 µM; 360,000 compounds, 0.35% hits; AID 602229; CHO-S Gal4-NCOR/VP16-NR2E3 two-hybrid, luciferase;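 active = inhibition above the mean of all tested compounds plus 3 SD, cut at about 70% in these data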;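 note: 0% = DMSO with NR2E3 transfected cells and 100% = cells lacking NR2E3 construct; higher means lower luciferase signal from less NR2E3 corepressor binding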
Target sequence (Q9Y5X4 whole entry, looked up, the tested form may be a part): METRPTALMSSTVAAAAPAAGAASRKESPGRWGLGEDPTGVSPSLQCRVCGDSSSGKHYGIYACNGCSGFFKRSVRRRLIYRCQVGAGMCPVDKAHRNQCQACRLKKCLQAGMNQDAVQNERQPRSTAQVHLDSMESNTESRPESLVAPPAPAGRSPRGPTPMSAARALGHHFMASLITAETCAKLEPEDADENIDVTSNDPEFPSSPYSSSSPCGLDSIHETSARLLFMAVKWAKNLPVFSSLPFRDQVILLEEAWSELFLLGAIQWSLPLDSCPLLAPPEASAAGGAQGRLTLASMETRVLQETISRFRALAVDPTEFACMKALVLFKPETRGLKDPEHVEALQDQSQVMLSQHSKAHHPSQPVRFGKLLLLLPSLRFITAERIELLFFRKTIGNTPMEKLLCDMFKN
aDG glyco up: increases alpha dystroglycan glycosylation; Pro5-aDG cells, alpha-DG glycosylation AlphaScreen (IIH6); 0% Pro5, 100% B10-LARGE cell signal; activation, % at 10 µM; 360,000 compounds, 0.22% hits;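 active = activation of at least 8% versus controls, or a plate z-score of at least 8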;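 note: Pro5 are CHO cells carrying HIG-tagged alpha-DG that lacks glycosylation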
Peg3 promoter: Peg3 promoter activity inhibition; AID 588405; inhibition, % at 20 µM; HeLa PEG-Prom luciferase reporter, luminescence, overnight; 360,000 compounds, 1.7% hits;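 active = inhibition of at least 50% at 20 µM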
CF NFkB block: inhibitors of cystic fibrosis induced NF-kB; KKLEB NF-kB-GFP reporter, PAF-induced, GFP fluorescence overnight; inhibition, % at 5 µM; 360,000 compounds, 0.86% hits; AID 588850;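 active = at least 50% inhibition at 5 µM, scaled per plate between neutral and stimulator controls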;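 note: PAF is a Pseudomonas aeruginosa culture filtrate used as stimulus; plate controls were PAF-stimulated DMSO wells for no effect and unstimulated DMSO wells for full effect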
HIF-2a inh: inhibitors of HIF-2a. 786-0 RCC cells HIF-2a reporter, luciferase luminescence, overnight. inhibition, % at 18.8 µM. 360,000 compounds, 0.72% hits. AID 624352;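 active = inhibition of the luminescence signal of 40% or more relative to plate controls, in a single-dose primary screen at 18.75 µM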
Shn3 3UTR inh: reduces Shn3 3'UTR luciferase signal in osteoblasts. Clone20 osteoblast Shn3 3'UTR firefly luciferase, 24 h. inhibition, % at 12.5 µM. 360,000 compounds, 0.52% hits;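 active = mean inhibition of at least 75% with every replicate also reaching 75%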;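 note: 0% = median of neutral control wells and 100% = pilot-screen positive control compound; some compounds past the cut are filed as inactive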
KKLEB tox: reduces viability of KKLEB cystic fibrosis airway cells | KKLEB CF airway cells viability, ATPlite luminescence, overnight; active compounds read low; cells stimulated with P. aeruginosa culture filtrate | activity change (cytotoxicity), % at 5 µM | 360,000 compounds, 0.36% hits;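 active = corrected activity change at or below -50% at 5 µM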
TRPM1 prom inh: inhibitors of MITF-driven TRPM1 promoter in melanoma cells | 330,000 compounds, 0.83% hits | SK-MEL-5 TRPM1 promoter luciferase, 24 h | inhibition, % at 12.5 µM;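 active = mean inhibition across replicates of 60% or more, whatever share of single replicates reaches that level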; note: values of inactives mirror those of a sister screen read the other way
NR2E3 ag-2: NR2E3 (human) agonism. Q9Y5X4. AID 2300. inhibition of corepressor binding, % at 4.78 µM. 320,000 compounds, 0.12% hits. GST-NR2E3/biotin-RetCOR TR-FRET, 1536-well;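 active = percent inhibition above the cutoff of mean plus 3 SD of all tested compounds, set per screening campaign, cut at about 20% in these data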;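 note: 0% = DMSO wells and 100% = biotin wells as full block of FRET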
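Test system – NR2E3–RetCOR corepressor complex · Quantity – NR2E3 fusion 1.35 nM · Buffer or medium – Tris pH 7.5 · Incubation – Compound–protein incubation for 5 h at 4 °C · Technique – TR-FRET, Eu(K)-anti-GST donor, streptavidin-D2 acceptor, ex 340, em 617/671 nm · Evaluation – percent inhibition of 671/617 nm emission ratio versus biotin and DMSO controls · Plate – 1536-well format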
iPSC survival up: enhancers of human iPSC single-cell survival; hiPSC single-cell survival, ATPlite luminescence; 100% = ROCK inhibitor wells, 0% = DMSO; survival enhancement, % at 20 µM; 360,000 compounds, 0.044% hits; AID 602274; in the data active = survival enhancement above about 18%;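 note: cells exposed to compounds for 16 hours before the ATP read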
TWEAK-Fn14 inh: TWEAK-Fn14 signaling inhibition. TWEAK-stimulated Fn14 reporter cells, luciferase luminescence, 8 h. inhibition, % at 10 µM. 360,000 compounds, 2% hits. AID 1159606; in the data active = inhibition above about 50%
The depositor's hits bear a star; · = not tested or not shown.

SMILES	NR2E3 ag-1	aDG glyco up	Peg3 promoter	CF NFkB block	HIF-2a inh	Shn3 3UTR inh	KKLEB tox	TRPM1 prom inh	NR2E3 ag-2	iPSC survival up	TWEAK-Fn14 inh
CC(=O)C1(C)OC(N)=C(C#N)C(c2ccccc2)C1(C#N)C#N (stereo not given)	-10	0.1	12	-8	7	4	-11	13	3	2.1	-7
C#CCOc1ccc(C2C3=C(CC(C)(C)CC3=O)N(CC(=O)O)C3=C2C(=O)CC(C)(C)C3)cc1OC	-4	-0.1	13	-13	21	-3	2	2	5	0.2	-10
O=C(O)CN=CC1=C(O)CC(c2ccccc2)CC1=O (stereo not given)	11	-0.2	20	-7	26	-6	-2	-9	2	0.1	1
O=C(Nc1ccc(-c2nc3cc(NC(=O)c4cccs4)ccc3o2)cc1)c1cccs1	-7	-0.5	50	8	9	31	7	73*	-1	4.5	-156
CC1=CC(C)(C)[N+](C)=CN1c1ccccc1	-17	-0.1	4	-4	11	10	-3	-9	5	-0.8	16
CCC(C)[C@H]1COCCS(=O)(=O)N1Cc1ccc(C)cc1 (stereo not given in full)	23	-0.1	12	-10	-1	-21	-2	2	-2	-3.4	-2
N#CCOC(=O)[C@H](Cc1ccccc1)N1C(=O)c2ccccc2C1=O	14	0.2	10	10	27	-5	-15	0	3	-0.5	14
O=S(=O)(NCc1ccc2c(c1)OCO2)c1ccc(F)c(F)c1	24	-0.1	3	14	16	-9	7	-3	-1	0.0	9
COc1cc(C2c3c(oc4ccccc4c3=O)C(=O)N2c2nccs2)ccc1O (stereo not given)	-14	0.3	-3	3	11	-4	1	5	4	0.1	10
CCOc1ccc(Cl)cc1/C=N/NC(=O)c1ccccc1	-3	-0.1	10	16	3	-16	-17	2	-1	-0.8	8
COCCn1c(SCC(=O)NC2CCCC2)nc2ccccc2c1=O	-7	0.1	18	0	-2	1	5	2	·	-0.2	-11
O=C(NCc1cccnc1)C(=O)NCC1OCCCN1S(=O)(=O)c1ccccc1 (stereo not given)	-11	-0.2	-2	-3	15	-1	-11	15	-3	-0.6	-7
COC(=O)c1ccccc1NC(=O)n1cc(C)cn1	-2	-0.1	12	11	7	15	1	6	1	-0.9	-11
COc1ccc2ccccc2c1/C=N/NC(=S)Nc1cc(S(=O)(=O)N2CCOCC2)ccc1N1CCOCC1	-17	-0.8	17	6	25	15	1	9	0	1.1	-41
CNC(=O)c1cc(C(=O)c2ccc(Cl)cc2)c[nH]1	-39	-0.1	-68	2	-94	-13	-21	-25	-1	0.6	2
Cc1cc(OCC(=O)N2CCC(C(N)=O)CC2)c2c(C)c(C)c(=O)oc2c1	-12	-0.1	-3	-1	-1	3	21	-5	1	2.7	-2
CCCc1cc(=O)n2c(nc3ccccc32)[nH]1	4	-0.2	-81	-12	-149	-23	3	-22	1	-0.3	-15
Cc1cc(C)c2cc(C#N)c(NCCOC(=O)c3ccccc3C)nc2c1	-15	0.2	5	9	2	-5	-1	-3	1	-2.2	0
O=C(c1ccc(F)cc1)N1CCN(c2ccc([N+](=O)[O-])cc2-n2cccc2)CC1	-32	-0.1	19	-1	20	9	-6	-3	-2	0.1	18
Cc1scc(C(=O)N/N=C/c2ccc([N+](=O)[O-])o2)c1C	12	7.4	9	-12	61*	38	6	100*	-3	-0.1	5
CC1Sc2ccc(S(=O)(=O)CCC(=O)Nc3ccc(C(C)C)cc3)cc2NC1=O (stereo not given)	39	0.3	37	7	6	5	12	4	-1	-0.3	16
COc1ccccc1NC(=O)c1ccc2nsnc2c1	-51	-0.1	-216	-8	-217	-86	5	-90	1	-0.1	-27
CCN(CC)CCN1C(=O)C2C(C(=O)Nc3ccc(C(C)C)cc3)C3C=CC2(O3)C1C(=O)NC1CCCCC1 (stereo not given)	-39	0.3	9	10	5	7	2	2	1	0.3	15
N#CC1=C(N)Oc2c(oc(CO)cc2=O)C1c1cccs1 (stereo not given)	-17	0.0	15	2	14	-16	3	-6	5	-0.4	5
O=C1C=C(c2ccoc2)N2CCC[C@H]2C1	28	1.2	-1	-9	2	11	16	-3	·	-1.6	-4
Cc1cccc(NCc2nc(SCC(=O)Nc3ccccc3Br)n[nH]2)c1	-6	0.1	17	12	8	0	2	14	0	1.0	-9
Cc1ccc(-c2nc(-c3ccccc3)no2)c(Cl)c1	11	0.0	9	-2	61*	44	-80*	49	4	-6.3	101*
COc1ccccc1Nc1nc(N)nc(CSC(=S)N2CCC(C)CC2)n1	7	0.0	-13	-2	-38	20	4	6	-1	6.1	-22
COc1ccc(Br)cc1/C=N/NC(=O)CNC(=O)/C=C/c1ccccc1	29	0.0	20	-16	18	32	5	33	6	4.3	-23
O=C(CN1CCN(S(=O)(=O)/C=C/c2ccccc2)CC1)NCC(F)(F)F	-3	0.2	-1	2	4	13	3	-3	3	2.0	-5
Cc1cccc(C(=O)N2CCN(S(=O)(=O)N3CCCCCC3)CC2)c1	-5	-0.2	10	1	14	-24	8	6	2	-0.6	5
O=C(CCC(=O)OCC(=O)c1ccccc1)NC1CCCCC1	-15	0.2	10	2	12	3	4	-2	1	6.2	14
COc1ccc(/C=C2/C(=O)N(c3ccccc3)N=C2C)cc1Br	3	0.2	16	8	30	22	2	5	12	-0.8	-9
O=C(O)c1ccc2cc(-c3ccccc3)[nH]c2c1	-71	0.0	33	-8	20	21	10	14	-4	-0.4	98*
O=[N+]([O-])c1ccc(Sc2cccc[n+]2[O-])c2nonc12	102*	-0.1	111*	84*	91*	98*	-97*	100*	·	0.1	94*
Cc1cc(=O)[nH]c(SCC(=O)N2CCN(S(=O)(=O)c3ccccc3)C2)n1	-23	-0.4	4	-6	13	-3	8	5	3	-0.7	-12
Cc1cc(Cl)n2nc(C)c(-c3ccc(Cl)cc3)c2n1	-20	0.1	104*	33	66*	38	-30	1	-7	21*	13
Cc1ccc(C)c(NC(=O)c2cc[n+](C)cc2)c1	-11	-0.2	14	-1	10	-6	-3	5	3	-0.2	13
COc1ccccc1N(CC(=O)NCCC1=CCCCC1)S(=O)(=O)c1ccccc1	43	2.0	22	15	18	10	7	12	5	-1.8	0
O=C(CCC1COc2ccccc2O1)N1CCCC1 (stereo not given)	-5	0.8	-21	9	-26	2	-6	3	1	7.7	-20
O=C(CSc1ccc(F)cc1)Nc1nnc(-c2ccco2)o1	0	0.1	10	4	-1	4	-8	-5	2	-0.1	0
O=C(Nc1ccc(S(=O)(=O)Nc2nccs2)cc1)c1nn(-c2ccc(F)cc2)ccc1=O	0	0.0	-6	8	14	-2	0	8	4	1.2	-3
COc1cc(/C=N/NC(=O)C(=O)NCc2ccco2)cc(Cl)c1O	-2	0.0	4	-7	5	·	0	0	-5	-0.1	-9
O=C(N/N=C/C=C/c1ccco1)c1cccc([N+](=O)[O-])c1	-33	0.1	-21	1	-3	7	6	-3	-2	0.6	-8
Cc1ccc(COn2c(-c3ccc(Cl)cc3Cl)nc3ncccc32)cc1	-26	0.0	39	10	-1	10	-10	-2	-4	0.4	38
C=CCOC(=O)c1sc(NC(=O)c2ccco2)nc1C	1	-0.4	-213	2	-219	-48	-4	-39	6	-2.0	8
OC(c1ccc2c(c1)OCO2)c1nccc2ccccc12 (stereo not given)	11	0.1	-9	1	2	-9	-9	-6	3	0.3	3
CCc1ccc(N2C(=O)C3ON(c4ccccc4)C(c4ccco4)C3C2=O)cc1 (stereo not given)	-8	-0.3	2	7	13	0	-4	-4	2	0.8	12
O=C(/C=C\c1ccccc1)NCC(=O)N/N=C/c1ccc(O)cc1O	-26	0.1	7	-22	-3	-11	10	67*	1	-0.4	-29
COc1cc(OC)cc(C(=O)Nc2ccn(C)n2)c1	-17	-0.1	-2	0	-12	-10	-11	-4	2	4.8	1

Other compounds follow.
SMILES	NR2E3 ag-1	aDG glyco up	Peg3 promoter	CF NFkB block	HIF-2a inh	Shn3 3UTR inh	KKLEB tox	TRPM1 prom inh	NR2E3 ag-2	iPSC survival up	TWEAK-Fn14 inh
Cc1nnc(N/N=C/c2ccc([N+](=O)[O-])cc2)n1N	12	-0.1	2	-8	1	-12	6	8	1	-0.3	-12
Cc1cccc(OCCCC(=O)Nc2ccc(Cl)c(S(=O)(=O)N3CCOCC3)c2)c1	-25	0.3	22	-6	-4	58	-14	31	1	0.4	37
CCSc1nc(-c2ccccc2)nc(C(Cl)Cl)n1	-21	-0.4	102*	14	71*	23	-15	96*	-3	-4.4	41
Cc1nc2c(C(=O)N3CCN(C)CC3)cnn2c(C)c1Cc1ccc(Cl)cc1	6	0.2	-1	6	13	3	-8	-1	0	5.8	6

A run of entries taken from the entries so far:
SMILES	NR2E3 ag-1	aDG glyco up	Peg3 promoter	CF NFkB block	HIF-2a inh	Shn3 3UTR inh	KKLEB tox	TRPM1 prom inh	NR2E3 ag-2	iPSC survival up	TWEAK-Fn14 inh
O=C(N/N=C/C=C/c1ccco1)c1cccc([N+](=O)[O-])c1	-33	0.1	-21	1	-3	7	6	-3	-2	0.6	-8
Cc1ccc(COn2c(-c3ccc(Cl)cc3Cl)nc3ncccc32)cc1	-26	0.0	39	10	-1	10	-10	-2	-4	0.4	38
C=CCOC(=O)c1sc(NC(=O)c2ccco2)nc1C	1	-0.4	-213	2	-219	-48	-4	-39	6	-2.0	8
OC(c1ccc2c(c1)OCO2)c1nccc2ccccc12 (stereo not given)	11	0.1	-9	1	2	-9	-9	-6	3	0.3	3
CCc1ccc(N2C(=O)C3ON(c4ccccc4)C(c4ccco4)C3C2=O)cc1 (stereo not given)	-8	-0.3	2	7	13	0	-4	-4	2	0.8	12
O=C(/C=C\c1ccccc1)NCC(=O)N/N=C/c1ccc(O)cc1O	-26	0.1	7	-22	-3	-11	10	67*	1	-0.4	-29
COc1cc(OC)cc(C(=O)Nc2ccn(C)n2)c1	-17	-0.1	-2	0	-12	-10	-11	-4	2	4.8	1
Cc1nnc(N/N=C/c2ccc([N+](=O)[O-])cc2)n1N	12	-0.1	2	-8	1	-12	6	8	1	-0.3	-12
Cc1cccc(OCCCC(=O)Nc2ccc(Cl)c(S(=O)(=O)N3CCOCC3)c2)c1	-25	0.3	22	-6	-4	58	-14	31	1	0.4	37
CCSc1nc(-c2ccccc2)nc(C(Cl)Cl)n1	-21	-0.4	102*	14	71*	23	-15	96*	-3	-4.4	41

Source: PubChem BioAssay (several laboratories)
